ERAP1 inh: blocks human ERAP1 aminopeptidase activity. inhibition, % at 10.7 µM. recombinant ERAP1, Leu-AMC fluorescence, 60 min. Q9NZ08. 340,000 compounds, 0.15% hits. AID 652197;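 active = mean replicate inhibition of at least 30%, or all replicates individually reaching that 30% level; inactive = mean below 30% and not every replicate reaching it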;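 also: 0% = neutral control wells and 100% = L-leucinethiol positive control wells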
Target sequence (Q9NZ08 whole entry, looked up): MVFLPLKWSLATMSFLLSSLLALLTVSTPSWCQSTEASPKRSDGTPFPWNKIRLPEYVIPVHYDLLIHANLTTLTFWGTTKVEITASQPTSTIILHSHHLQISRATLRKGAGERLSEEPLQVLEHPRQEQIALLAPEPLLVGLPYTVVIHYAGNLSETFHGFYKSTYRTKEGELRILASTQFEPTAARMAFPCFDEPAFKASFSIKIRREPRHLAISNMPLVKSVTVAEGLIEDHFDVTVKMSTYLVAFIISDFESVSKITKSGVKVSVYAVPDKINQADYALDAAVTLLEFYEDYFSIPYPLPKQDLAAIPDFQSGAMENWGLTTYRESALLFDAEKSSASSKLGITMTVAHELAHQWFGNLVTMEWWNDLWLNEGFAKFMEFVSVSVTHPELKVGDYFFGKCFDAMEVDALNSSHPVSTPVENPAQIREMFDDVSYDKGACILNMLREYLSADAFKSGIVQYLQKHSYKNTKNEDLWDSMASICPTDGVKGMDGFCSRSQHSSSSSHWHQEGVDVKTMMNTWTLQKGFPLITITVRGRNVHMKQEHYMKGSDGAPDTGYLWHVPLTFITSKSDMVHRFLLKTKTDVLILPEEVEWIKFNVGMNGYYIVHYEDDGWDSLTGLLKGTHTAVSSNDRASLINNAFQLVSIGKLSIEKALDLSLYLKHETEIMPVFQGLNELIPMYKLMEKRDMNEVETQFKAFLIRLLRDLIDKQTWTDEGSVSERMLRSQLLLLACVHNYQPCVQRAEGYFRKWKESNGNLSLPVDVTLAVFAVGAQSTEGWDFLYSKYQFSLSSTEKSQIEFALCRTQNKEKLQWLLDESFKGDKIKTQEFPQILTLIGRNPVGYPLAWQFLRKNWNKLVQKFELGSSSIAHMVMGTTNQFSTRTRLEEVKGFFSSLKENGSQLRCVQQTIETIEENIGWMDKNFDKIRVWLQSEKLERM
SIRT5 block: blocks human SIRT5 desuccinylation of peptide; Q9NXA8; Purified SirT5, succinyl-peptide AMC, trypsin-coupled fluorescence; inhibition, % at 15 µM; 330,000 compounds, 1.1% hits; AID 652115; in the data active = inhibition above about 15%
C2C12 statin: suppression of simvastatin myotoxicity | C2C12 myotubes + simvastatin, ATP luminescence, 48 h; scaled: DMSO 0, geranylgeraniol control 100 | rescue of ATP level, % at 7.49 µM | 330,000 compounds, 0.78% hits;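 active = mean ATP rescue above about 67%, or every replicate alone reaching that limit, limit read from the data, passing the limit was not always enough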;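 also: myotubes were challenged with 10 µM simvastatin during compound exposure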
Xi reactivation: activators of X-chromosome reactivation in mouse fibroblasts. XiGFP mouse fibroblasts, % GFP-positive cells imaging, 3 d; cells co-treated with 5-aza-dC sensitizer; scaled so ellipticine positive control = 100%. activation, % at 7.58 µM. 360,000 compounds, 0.055% hits. AID 743238;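 active = mean normalized replicate activation at least 10% and every replicate at or above 10%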;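 also: 0% = median of on-plate neutral control wells and 100% = ellipticine 6 µM median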
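Schedule: 3 d treatment, 15 min room-temperature fixation; system: 68-5-11 XiGFP fibroblast line; buffer or medium: DMEM plus 5-aza-dC sensitizer; control set: ellipticine 6 µM positive control; compound: one concentration, pinned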
LGR2 inh: inhibitors of bursicon-induced Drosophila LGR2 receptor cAMP signaling; 380,000 compounds, 0.35% hits; HEK293 LGR2, CRE-luciferase, bursicon-stimulated, 4 h; inhibition, % at 9.99 µM;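 active = drop in luminescence signal, shown as inhibition above about 50% in the replicate tests, limit read from the data, passing the limit was not always enough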;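 also: agonist challenge used bursicon conditioned medium at about half maximal strength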
PGC1a acetyl inh: lowers PGC1a acetylation signal in U2OS cells. AlphaScreen anti-acetyl-lysine; with virally co-expressed GCN5 acetyltransferase. inhibition, % at 15.6 µM. 350,000 compounds, 0.17% hits;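 active = every replicate shows inhibition of at least 40%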;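 also: 0% = neutral control wells and 100% = positive control wells; some results beyond the cut were filed as inactive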
Cneo AK release: causes C. neoformans cell lysis. adenylate kinase release luminescence, 4 h; normalised: neutral wells 0, clomiphene wells 100. lysis activity, % at 15 µM. 360,000 compounds, 0.2% hits;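 active = mean lysis activity across replicates of at least 80%, whatever share of replicates individually reach that level; inactive = mean lysis activity below 80%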
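read-out = cell lysis signal | test system = log-phase Cryptococcus neoformans yeast cells | input = cells at 5 × 10^6 per mL | medium = fresh YPD growth medium | signal = luminescent adenylate kinase detection reagent | timing = 4 h at 37 °C static, read 1 h later | dosing = single dose | controls = Clomiphene as positive lysis control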
S100A4 inh HTS: blocks human S100A4 binding to myosin IIA peptide; P26447; S100A4/TAMRA-MyoIIA peptide fluorescence polarization; inhibition, % at 10.7 µM; 360,000 compounds, 0.14% hits; AID 652163;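 active = mean inhibition of at least 70% across replicates, with every replicate also reaching that level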
Target sequence (P26447 whole entry, looked up): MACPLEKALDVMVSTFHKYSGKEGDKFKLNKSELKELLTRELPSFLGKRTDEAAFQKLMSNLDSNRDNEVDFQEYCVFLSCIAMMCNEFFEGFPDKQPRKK
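incubation = readout 5 min after mixing, signal stable up to 60 min | system = S100A4 monomer protein | buffer or medium = HEPES pH 7.2 with CaCl2, KCl, NaCl, DTT, Triton | benchmarks = neutral control DMSO, positive control TFP | also added = fluorescent myosin IIA peptide, 5 nM | compound dosing = one concentration per compound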
* = called active by the depositor; . = no result given; & = joins results of further samples. Not all compounds are listed; rates above refer to the full screens.

SMILES	ERAP1 inh	SIRT5 block	C2C12 statin	Xi reactivation	LGR2 inh	PGC1a acetyl inh	Cneo AK release	S100A4 inh HTS
O=C(c1ccccc1F)N1N=C(C(F)(F)F)CC1(O)c1ccccc1 (stereo unspecified)	0	.	1	0.0	4	-4	-1	-13
Cc1ccc(NC(=O)COC(=O)Cn2cnc3c2c(=O)n(C)c(=O)n3C)cc1F	2	-1	-1	0.0	-3	-14	-1	-12
COCCOC(=O)c1c(C)n(C)c2ccc(OC(=O)c3ccccc3F)cc12	-5	-1	-16	0.0	6	5	0	-7
C[C@H]1CN([C@@H](C)CO)C(=O)Cc2cc(NC(=O)Nc3ccc(F)cc3)ccc2O[C@H]1CN(C)S(=O)(=O)c1cn(C)cn1	.	.	-15	-0.1	10	-8	.	.
CC1CN(S(=O)(=O)c2cccc(C(=O)OCCOc3ccccc3)c2)CC(C)O1 (stereo unspecified)	0	0	6	-0.1	1	.	-1	-1
CN(CC(=O)Nc1ccc(S(=O)(=O)N2CCCC2)cc1)Cc1c(F)cccc1Cl	0	-3	1	-0.1	7	-4	-6	-3
Cc1csc2nc(CCNS(=O)(=O)c3cccs3)cn12	-1	-3	3	0.3	-27	5	5	-4
O=C(CN1C(=O)CSc2ccc(S(=O)(=O)N3CCOCC3)cc21)NCc1ccc(F)cc1	-1	2	10	0.0	-4	-4	1	-3
C#CCNC(=O)C1=C[C@H](C(C)(C)C)C[C@H](OCCCCO)O1	-1&1	-2&3	0	0.6	.	2&8	-3&-2	0&-4
COc1cc(NC(=O)COC(=O)/C=C/c2ccc(Cl)cc2Cl)cc(OC)c1	.	.	8	0.0	-14	3	0	.
COc1cc(=O)[nH]c(SC(C)C(=O)Nc2cc(C)on2)n1 (stereo unspecified)	-3	-2	-6	0.0	-8	-1	-1	32
C/C=C/c1ccc([C@@H]2[C@@H](C#N)N(C(=O)NC3CCCCC3)[C@@H]2CO)cc1	5	2	-26	0.0	-6	-5	55	-7
CO[C@H]1CN(C)C(=O)c2cc(NC(=O)C3CCC3)ccc2OC[C@H](C)N(Cc2ccccn2)C[C@@H]1C	5	3	4	0.1	0	1	1	2
COCC(=O)Nc1ccc2c(c1)C(=O)N(C)C[C@H](OC)[C@H](C)CN(CCc1ccccc1)[C@@H](C)CO2	-3	-1	-5	0.1	-3	19	-3	2
COc1ccc(NC(=O)C2CCCN(S(=O)(=O)c3cnc[nH]3)C2)cc1 (stereo unspecified)	-5	.	-9	0.5	-8	0	3	-6
Cc1ccccc1NC(=O)CC(=O)Nc1ccccc1C	1	-5	9	0.1	-1	-6	-1	-10
N#Cc1ccc(C=NN2CCCCCC2)cc1	-1	0	-3	0.0	-116	14	.	4
C[C@@H]1CN([C@H](C)CO)C(=O)c2cc(NC(=O)CCC(F)(F)F)ccc2O[C@@H]1CN(C)CC1CC1	-3	-1	16	0.2	-13	.	0	15
COc1ccc(S(=O)(=O)N(C)C[C@H]2OCCCC[C@@H](C)Oc3ccc(N(C)C)cc3C(=O)N([C@H](C)CO)C[C@H]2C)cc1	0	7	0	0.0	-27	-7	15	61
CCCCn1c(=O)[nH]c(=O)c2c1nc(-c1ccccn1)n2CC	0	-13	-8	0.9	-18	0	7	8
Cc1[nH]c(=O)c(C#N)cc1-c1csc(-c2ccccc2)n1	0	-2	-12	0.0	-23	-5	2	-1
C[C@@H]1CN([C@H](C)CO)C(=O)c2cc(Br)cnc2O[C@H]1CN(C)C(=O)Nc1ccc2c(c1)OCO2	3&2	-1&2	12&-1	-0.3&0.0	6&-11	3&-2	-1&14	0&-11
CO[C@@H]1CN(C)C(=O)c2cc(NC(=O)Nc3cccc(Cl)c3)ccc2OC[C@H](C)N(C(=O)Nc2c(C)noc2C)C[C@@H]1C	.	.	-13	0.2	-4	-2	.	.
Cc1ccc2nc(NC(=O)CCn3cccc3)sc2c1	-4	-1	.	0.1	-78	.	.	-3
Fc1cccc(NC(=S)NC2CCCCCCC2)c1	0	0	.	0.2	-22	-1	44	-3

Reformatted bar-delimited: entries from further up
SMILES | ERAP1 inh | SIRT5 block | C2C12 statin | Xi reactivation | LGR2 inh | PGC1a acetyl inh | Cneo AK release | S100A4 inh HTS
CO[C@H]1CN(C)C(=O)c2cc(NC(=O)C3CCC3)ccc2OC[C@H](C)N(Cc2ccccn2)C[C@@H]1C | 5 | 3 | 4 | 0.1 | 0 | 1 | 1 | 2
COCC(=O)Nc1ccc2c(c1)C(=O)N(C)C[C@H](OC)[C@H](C)CN(CCc1ccccc1)[C@@H](C)CO2 | -3 | -1 | -5 | 0.1 | -3 | 19 | -3 | 2
COc1ccc(NC(=O)C2CCCN(S(=O)(=O)c3cnc[nH]3)C2)cc1 (stereo unspecified) | -5 | . | -9 | 0.5 | -8 | 0 | 3 | -6
Cc1ccccc1NC(=O)CC(=O)Nc1ccccc1C | 1 | -5 | 9 | 0.1 | -1 | -6 | -1 | -10
N#Cc1ccc(C=NN2CCCCCC2)cc1 | -1 | 0 | -3 | 0.0 | -116 | 14 | . | 4
C[C@@H]1CN([C@H](C)CO)C(=O)c2cc(NC(=O)CCC(F)(F)F)ccc2O[C@@H]1CN(C)CC1CC1 | -3 | -1 | 16 | 0.2 | -13 | . | 0 | 15
COc1ccc(S(=O)(=O)N(C)C[C@H]2OCCCC[C@@H](C)Oc3ccc(N(C)C)cc3C(=O)N([C@H](C)CO)C[C@H]2C)cc1 | 0 | 7 | 0 | 0.0 | -27 | -7 | 15 | 61
CCCCn1c(=O)[nH]c(=O)c2c1nc(-c1ccccn1)n2CC | 0 | -13 | -8 | 0.9 | -18 | 0 | 7 | 8
Cc1[nH]c(=O)c(C#N)cc1-c1csc(-c2ccccc2)n1 | 0 | -2 | -12 | 0.0 | -23 | -5 | 2 | -1
C[C@@H]1CN([C@H](C)CO)C(=O)c2cc(Br)cnc2O[C@H]1CN(C)C(=O)Nc1ccc2c(c1)OCO2 | 3&2 | -1&2 | 12&-1 | -0.3&0.0 | 6&-11 | 3&-2 | -1&14 | 0&-11
CO[C@@H]1CN(C)C(=O)c2cc(NC(=O)Nc3cccc(Cl)c3)ccc2OC[C@H](C)N(C(=O)Nc2c(C)noc2C)C[C@@H]1C | . | . | -13 | 0.2 | -4 | -2 | . | .
Cc1ccc2nc(NC(=O)CCn3cccc3)sc2c1 | -4 | -1 | . | 0.1 | -78 | . | . | -3

Going on with the list:
SMILES	ERAP1 inh	SIRT5 block	C2C12 statin	Xi reactivation	LGR2 inh	PGC1a acetyl inh	Cneo AK release	S100A4 inh HTS
C[C@H]1CN([C@@H](C)CO)C(=O)c2cc(N(C)C)ccc2O[C@@H]1CN(C)Cc1ccc(C(=O)Nc2ccccc2N)cc1	10	-1	81*	-0.5	1	-22	1	4
Cc1noc(C)c1NC(=O)Nc1ccc2c(c1)C(=O)N([C@@H](C)CO)C[C@H](C)[C@H](CN(C)C(=O)Nc1ccc(C(F)(F)F)cc1)O2	-4	0	-29	-0.2	14	-7	-6	-11
CCn1c(SCC(=O)NCC(=O)Nc2ccc(F)cc2)nnc1-c1ccncc1	2	1	.	.	.	3	-2	-2
O=C1CC(c2ccccc2)CN1C(=O)c1cccc([N+](=O)[O-])c1 (stereo unspecified)	.	.	.	0.3	16	17	-3	.
CC(C)NC(=O)N[C@H]1CC[C@H](CC(=O)NCCN2CCCC2)O[C@@H]1CO	2	5	5	0.8	-8	1	-2	10
CCC[C@@H](OS(N)(=O)=O)[C@@H](Cc1ccccc1)C(=O)OCC	1	.	-1	0.0	10	2	8	-5
COc1cc(C2NC(=O)NC(c3ccccc3)=C2C(C)=O)c(Cl)cc1OCC(=O)O (stereo unspecified)	0	13	.	0.0	5	3	.	1
CC(=O)N1CCc2c(sc(NC(=O)c3cccc(N4C(=O)CCC4=O)c3)c2C(N)=O)C1	2	3	3	0.0	18	.	-1	-4
C[C@H]1CN([C@@H](C)CO)C(=O)c2cccc(NS(=O)(=O)c3cccs3)c2O[C@H]1CN(C)Cc1ccncc1	-5	0	-30	0.2	3	-2	-4	-25
Cc1ccc(S(=O)(=O)Nc2ccc3c(c2)C(=O)N([C@H](C)CO)C[C@@H](C)[C@@H](CN(C)C(=O)Cc2ccccc2)OCCCC[C@@H](C)O3)cc1	-2	10	.	0.0	13	-4	23	-25
O=C(Nc1nccs1)c1cc2c(s1)-c1ccccc1OC2	.	.	-11	0.0	-116	3	0	-3
CC(=O)N1CC[C@@H]2[C@H]1c1cc(C#Cc3cccnc3)ccc1N[C@@H]2CO	4	-2	-2	0.0	-36	-1	18	2
CCOC(=O)NC(=O)CN1C(=O)NC2(CCc3ccccc32)C1=O (stereo unspecified)	2	11	1	0.2	2	-5	0	9
C[C@H](CO)N1C[C@H](C)[C@@H](CN(C)Cc2ccc(Oc3ccccc3)cc2)Oc2ccc(NS(=O)(=O)c3ccccc3)cc2C1=O	-1	10	-35	0.1	26	14	-5	-25
Cc1cc(C)cc(N(CCC#N)C(=O)CSc2ncnc3sccc23)c1	0	0	0	0.6	6	-6	1	1
CCOC(=O)C1(Cc2cccc(OC)c2)CCCN(C(=O)CCN2CCCO2)C1 (stereo unspecified)	-2	0	-1	-0.1	-69	.	1	-3
Cc1noc(C)c1NC(=O)N(C)C[C@H]1Oc2ccc(NC(=O)Nc3ccc4c(c3)OCO4)cc2CC(=O)N([C@H](C)CO)C[C@H]1C	-2	3	11	-0.5	-2	-1	-1	2
O=C(CCCCCN1C(=O)c2cccc3cccc(c23)C1=O)NCc1ccco1	.	-2	.	0.1	-10	3	0	-8
C[C@H]1CN([C@@H](C)CO)C(=O)c2cc(-c3ccccc3F)cnc2O[C@H]1CN(C)C(=O)c1cnccn1	-3	-15	-3	0.4	0	7	2	5
CN1CCN(CCCN2c3ccccc3Sc3ccc(Cl)cc32)CC1	5	-6	-1	0.1	.	-31	14&24	-6&3
Cc1ccc(S(=O)(=O)NC(=O)c2ccc(Br)o2)c(C)c1	-1	.	-5	-0.1	-7	-2	-2	-3
Cc1cc(C(F)(F)F)nn1Cc1n[nH]c(=S)n1-c1cccc(Cl)c1	-2	1	2	.	2	-12	1	4
CC(=O)N1CCC(C(=O)Nc2ccc(S(=O)(=O)N3CCCCC3)cc2)CC1	-2	3	-10	0.0	-7	5	-2	0
Cc1ccc(NC(=S)N2CCN(c3nccc(C(F)(F)F)n3)CC2)c(C)c1	.	-1	1	0.0	13	28	1	-3
CCn1cc(C(=O)NCCc2ccccc2)c(=O)c2cc(S(=O)(=O)N(C)C)ccc21	3	-2	2	0.2	1	-12	2	-4
Next entries follow.
SMILES	ERAP1 inh	SIRT5 block	C2C12 statin	Xi reactivation	LGR2 inh	PGC1a acetyl inh	Cneo AK release	S100A4 inh HTS
CC1(Cc2ccccc2OC(F)(F)F)C(=O)Nc2ccc(S(=O)(=O)NC3CCCCC3)cc21 (stereo unspecified)	1	1	132*	0.1	11	-25	-1	5
CCCC#Cc1ccc2c(c1)O[C@@H](CN(C)C(=O)c1ccccc1)[C@H](C)CN([C@@H](C)CO)S2(=O)=O	0	1	-58	-1.1	-9	9	0	-7
CCOc1ccccc1NC(=O)N1CCC(NC(=O)C2CCCCC2)CC1	-4	-3	-3	0.3	2	10	0	-26
COc1ccc(OCC(=O)NNC(=O)C(=O)Nc2ccc(C)cc2)cc1	6	-1	.	0.4	-21	.	.	3
C[C@@H]1CN([C@H](C)CO)C(=O)c2cc(C#Cc3ccccc3)cnc2O[C@@H]1CN(C)CC1CCOCC1	0	-3	0	0.0	11	-1	3	-3
C[C@H](CO)N1C[C@H](C)[C@H](CN(C)Cc2ccncc2)OCCCC[C@H](C)Oc2ccc(NC(=O)c3ccccc3)cc2C1=O	2	-10	-18	0.7	5	4	-1	0
